# Assay outcomes: PubChem, several laboratories
# IDE cell activ: activators of human insulin-degrading enzyme in cells | HEK cells, FAbeta-B cleavage, fluorescence polarization; 0% vehicle, 100% cell-free pure enzyme wells | activation, % at 5.96 µM | 0.073% of 340,000 active | AID 493087;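 active = activation above the mean of all tested compounds plus 3 SD, set per screening campaign, cut at about 17% in these data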
# IDE inh: cellular human IDE inhibition | P14735 | inhibition, % at 5.59 µM | 0.41% of 320,000 active | HEK cells, FAbetaB cleavage, fluorescence polarization;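 active = percent inhibition above the average of all tested compounds plus 3 SD, set per screening campaign, cut at about 16% in these data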;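 also: IDE supplied by intact live HEK cells; FP after avidin binding of uncleaved biotin substrate so inhibition keeps polarization high; 0% = DMSO wells and 100% = 60 µM reference IDE inhibitor Ii1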
# M18AAP inhibitor: blocks P. falciparum M18 aspartyl aminopeptidase | recombinant PfM18AAP, H-Glu-NHMec fluorogenic cleavage | inhibition, % at 7.35 µM | 1.2% of 290,000 active | AID 1822;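 active = inhibition above the campaign mean inhibition over all tested compounds plus 3 SD, cut at about 28% in these data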;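 also: 0% = plate median of test compound wells and 100% = 2 mM ZnCl2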
# GPR7 antagonist: antagonists of human GPR7 (neuropeptides B/W receptor 1) | inhibition, % at 4.4 µM | 1.1% of 290,000 active | P48145 | GPR7-expressing cells, fluorescence antagonist assay; in the data active = inhibition above about 16%, passing the limit was not always enough;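 also: cells stimulated with the agonist NPW; 0% = agonist with vehicle and 100% = vehicle without agonist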
# Target sequence (P48145 whole entry, looked up): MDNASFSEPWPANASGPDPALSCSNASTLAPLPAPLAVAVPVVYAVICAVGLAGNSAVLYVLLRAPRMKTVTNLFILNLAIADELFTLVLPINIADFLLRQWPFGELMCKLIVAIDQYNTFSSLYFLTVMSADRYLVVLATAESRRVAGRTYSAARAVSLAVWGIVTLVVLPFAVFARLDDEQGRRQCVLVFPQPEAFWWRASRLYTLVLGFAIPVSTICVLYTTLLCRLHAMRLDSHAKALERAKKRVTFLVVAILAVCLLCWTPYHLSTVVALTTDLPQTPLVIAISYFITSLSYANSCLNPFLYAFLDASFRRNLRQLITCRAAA
# IMP-1 inhibitor: inhibitors of Pseudomonas aeruginosa IMP-1 metallo-beta-lactamase. purified IMP-1, nitrocefin hydrolysis, epi-absorbance fluorescence. inhibition, % at 5.6 µM. 0.45% of 290,000 active;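 active = inhibition above the mean plus 3 SD of all compounds in the same screening run, cut at about 4.5% in these data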;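 also: 0% = IMP-1 with DMSO and 100% = DMSO wells lacking enzyme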
#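 System: Purified recombinant IMP-1 metallo-beta-lactamase enzyme | Measured by: Fluorescence quenching readout, ex 480/em 530 nm | Replication: Singlicate | Incubation: 15 min preincubation plus 25 min reaction at 25 °C | Evaluation: Percent inhibition from optical density relative to buffer-blank wells | Benchmarks: DMSO with and without IMP-1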
# PHOSPHO1 block: PHOSPHO1 (human) inhibition. Q8TCT1. recombinant PHOSPHO1, absorbance phosphatase assay. inhibition, % at 13.3 µM. 1.1% of 290,000 active; in the data active = inhibition above about 60%
# Target sequence (Q8TCT1 whole entry, looked up): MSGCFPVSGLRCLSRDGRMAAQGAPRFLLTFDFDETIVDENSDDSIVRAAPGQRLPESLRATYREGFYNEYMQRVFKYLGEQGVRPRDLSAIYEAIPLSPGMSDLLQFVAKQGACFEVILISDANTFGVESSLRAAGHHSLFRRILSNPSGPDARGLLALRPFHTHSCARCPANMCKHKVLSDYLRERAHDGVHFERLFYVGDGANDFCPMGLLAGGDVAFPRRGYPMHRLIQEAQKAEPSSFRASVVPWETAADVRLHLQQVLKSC
# VIM-2 inhibitor: inhibitors of Pseudomonas aeruginosa VIM-2 metallo-beta-lactamase. inhibition, % at 5.6 µM. 0.89% of 290,000 active. purified VIM-2, nitrocefin hydrolysis, epi-absorbance fluorescence;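 active = inhibition above the mean of all tested compounds plus 3 SD, cutoff set per screening run, cut at about 7.5% in these data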;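 also: red hydrolysis product quenches plate fluorescence so inhibitors raise well fluorescence; 0% = enzyme with DMSO and 100% = DMSO without enzyme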
# pCIP destab: p/CIP protein destabilization; F442A p/CIP-EGFP cells, EGFP fluorescence, 16 h; AID 1984; 0.01% of 290,000 active; decrease of EGFP signal, % at 10 µM;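 active = EGFP signal decrease of at least 30% at 10 µM or well 3 SD below plate mean, unless failing retest; inactive = the rest, including hits failing retest or dose response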; also: some compounds called inactive have numbers as strong as hits; many of its hits are not listed in these tables
# NALP1 yeast inh: NALP1 inhibition | S. cerevisiae NALP1/ASC/caspase-1 growth, X-gal OD620, 72 h | inhibition, % at 10 µM | 0.61% of 280,000 active; in the data active = inhibition mostly above about 24%, no sharp cut-off; inactive = mostly below about 32%; also: some compounds called inactive have numbers as strong as hits
# Numbers without * were called inactive; nt = no result given. Compounds as they come; 5.3% or so of the library scored in one or more.
IDE cell activ	IDE inh	M18AAP inhibitor	GPR7 antagonist	IMP-1 inhibitor	PHOSPHO1 block	VIM-2 inhibitor	pCIP destab	NALP1 yeast inh	SMILES
2	4	3	10	-1.7	56	-0.4	-6	-3	Cc1ccn2c(=O)c(C(=O)NCCCN3CCCCC3C)c(O)nc2c1 (configuration not stated)
6	2	1	-21	-1.6	24	-1.1	6	6	COc1cccc(CNC(=S)NC2CC2)c1
-4	5	13	-1	-1.8	-7	-2.4	-1	22	CN(C)S(=O)(=O)Oc1cccc(C(=O)Nc2ccccc2Cl)c1
3	2	16	12	-0.3	3	-3.1	1	-13	CCc1cccc(OCCCCN(CC)CC)c1
3	10	3	-15	-3.1	6	-3.4	-1	25	COc1ccc(S(=O)(=O)Nc2ccc3c(c2)OCO3)cc1
0	0	-4	3	-2.9	37	-1.3	-23	3	COc1ccc(-c2nn(C)c(=O)c3ccccc23)cc1NC(=O)Cn1nc(-c2ccccc2)c2ccccc2c1=O
-7	8	-9	16	-2.7	8	-1.6	-6	nt	Cn1ncc([N+](=O)[O-])c1C(=O)Nc1ccc(-c2nc3ccccc3[nH]2)cc1
-2	0	-8	-6	-3.3	45	-3.5	-2	12	COc1cccc(C(=O)N(CN2CCCC2=O)c2cc(C)on2)c1
3	2	-16	7	-1.3	2	1.8	5	6	O=[N+]([O-])c1nn(-c2ccc(Cl)cc2)n(O)c1=NCc1ccccc1
7	-1	-14	6	1.7	28	2.0	-16	12	O=C(COc1ccc(S(=O)(=O)NC2CCCCC2)cc1)NC1CC1
-4	3	4	0	-2.8	29	-3.5	4	8	O=c1[nH]c(/C(=N\O)c2ccccc2)no1
5	2	0	-1	0.5	3	-1.5	3	20	COc1ccc2[nH]cc(C(=O)NCCc3ccccc3)c(=O)c2c1
8	-1	9	-14	-1.5	24	0.7	-4	5	CCc1c(O)nc(SC2CC(=O)N(c3ccc(F)c(Cl)c3)C2=O)[nH]c1=O (configuration not stated)
1	0	0	-11	-1.6	37	0.1	6	-2	COc1ccccc1N1CCN(C2CCCN(C(=O)c3oc(C)cc3C)C2)CC1 (configuration not stated)
1	6	-5	-8	-1.3	6	0.8	3	nt	COc1cc(C(=O)NCC(c2cccnc2)N2CCN(c3ccccc3)CC2)cc(OC)c1OC (configuration not stated)
6	-6	8	8	-6.7	23	-4.0	-8	20	CCc1ccc(NC(=O)C2=CC(c3ccc(OC)c(OC)c3)=NS(=O)(=O)N2C)cc1
3	1	-2	5	-4.1	12	-1.4	2	35	CC1=N/C(=C\c2ccc(OC(C)C)cc2)C(=O)N1c1ccc(C(=O)O)cc1
-1	3	2	-22	-2.1	46	-1.7	-4	0	Cc1ccc(C(=O)Cn2cc([N+](=O)[O-])nc2C)cc1
3	-2	0	-10	-4.3	13	-1.6	16	-78	CCNc1nc(NCC)nc(SCC(C)=O)n1
-1	3	-2	-10	-0.5	12	-1.5	-17	16	O=C(C1=C[C@@H](c2coc3ccccc3c2=O)C[C@@H](OCc2ccc(CO)cc2)O1)N1CCN(Cc2ccc3c(c2)OCO3)CC1
3	0	-2	-9	0.5	-16	-3.2	-6	6	Cc1cc(S(=O)(=O)Nc2ccc3ccccc3c2)c(C)s1
4	-2	4	7	-1.9	22	-1.2	-13	-3	O=C(Nc1ccc(N2CCN(C(=O)c3ccccc3)CC2)cc1)c1cccs1
3	-1	3	-5	-3.8	8	-3.0	2	2	CC(C)CCNC(=O)C1CCCN(S(=O)(=O)c2ccc(F)cc2)C1 (configuration not stated)
1	-2	0	35*	1.3	47	-1.7	-18	9	O=C(COC(=O)c1cc([N+](=O)[O-])ccc1N1CCOCC1)Nc1cccc(F)c1
2	1	-1	-11	0.0	-97	0.5	-3	3	Cc1ccc(C(=O)Nc2ccc3c(c2)OCCO3)c(Cl)c1
1	1	1	-9	0.5	8	-0.4	8	15	Cc1oncc1C(=O)N1CCCC(CO)(Cc2ccc(F)cc2F)C1 (configuration not stated)
1	-5	-13	10	-1.3	9	-1.4	-7	16	CC(=O)Nc1ccc(Oc2cnc3ccccc3n2)cc1
-8	4	3	-16	-1.4	0	-0.9	-10	18	N#CC1=C(N)Oc2n[nH]c(-c3cccnc3)c2C1c1cc(F)ccc1F (configuration not stated)
4	0	-2	-7	-3.4	37	-1.4	-5	-10	CCOc1ccc(CCNC(=O)CCn2nc(C)c3c(C)n(-c4ccccc4)nc3c2=O)cc1
3	-1	1	-7	-2.1	28	-1.2	8	17	CCOC(=O)C1CCCN(C(=O)CSc2ccc(Br)cc2)C1 (configuration not stated)

# A draw from above in order of SMILES length, largest number first.
IDE cell activ	IDE inh	M18AAP inhibitor	GPR7 antagonist	IMP-1 inhibitor	PHOSPHO1 block	VIM-2 inhibitor	pCIP destab	NALP1 yeast inh	SMILES
-1	3	-2	-10	-0.5	12	-1.5	-17	16	O=C(C1=C[C@@H](c2coc3ccccc3c2=O)C[C@@H](OCc2ccc(CO)cc2)O1)N1CCN(Cc2ccc3c(c2)OCO3)CC1
6	-6	8	8	-6.7	23	-4.0	-8	20	CCc1ccc(NC(=O)C2=CC(c3ccc(OC)c(OC)c3)=NS(=O)(=O)N2C)cc1
1	6	-5	-8	-1.3	6	0.8	3	nt	COc1cc(C(=O)NCC(c2cccnc2)N2CCN(c3ccccc3)CC2)cc(OC)c1OC (configuration not stated)
8	-1	9	-14	-1.5	24	0.7	-4	5	CCc1c(O)nc(SC2CC(=O)N(c3ccc(F)c(Cl)c3)C2=O)[nH]c1=O (configuration not stated)
1	0	0	-11	-1.6	37	0.1	6	-2	COc1ccccc1N1CCN(C2CCCN(C(=O)c3oc(C)cc3C)C2)CC1 (configuration not stated)
2	4	3	10	-1.7	56	-0.4	-6	-3	Cc1ccn2c(=O)c(C(=O)NCCCN3CCCCC3C)c(O)nc2c1 (configuration not stated)
-4	5	13	-1	-1.8	-7	-2.4	-1	22	CN(C)S(=O)(=O)Oc1cccc(C(=O)Nc2ccccc2Cl)c1
-1	3	2	-22	-2.1	46	-1.7	-4	0	Cc1ccc(C(=O)Cn2cc([N+](=O)[O-])nc2C)cc1
2	1	-1	-11	0.0	-97	0.5	-3	3	Cc1ccc(C(=O)Nc2ccc3c(c2)OCCO3)c(Cl)c1
-4	3	4	0	-2.8	29	-3.5	4	8	O=c1[nH]c(/C(=N\O)c2ccccc2)no1
6	2	1	-21	-1.6	24	-1.1	6	6	COc1cccc(CNC(=S)NC2CC2)c1

# The list continues:
IDE cell activ	IDE inh	M18AAP inhibitor	GPR7 antagonist	IMP-1 inhibitor	PHOSPHO1 block	VIM-2 inhibitor	pCIP destab	NALP1 yeast inh	SMILES
1	0	-14	-17	0.9	12	1.2	-14	-4	CC(=O)Nc1ccc(SC(C)C(=O)NC2CCCC2)cc1 (configuration not stated)
0	-2	-4	6	-0.3	7	-2.5	-11	12	CCOc1ccc(-c2cccc(NC(=O)COc3ccc(Cl)cc3)c2)nn1
0	2	5	-4	-1.2	4	2.3	-26	4	Cc1cccc(C)c1OCC(=O)Nn1c(C)nc2ccccc2c1=O
4	0	1	5	-1.6	15	-1.8	-7	6	Cc1cccc(NC(=O)NCC(c2ccco2)N2CCCCC2)c1 (configuration not stated)
-2	-3	-3	-11	-1.9	20	-3.9	-11	15	CCOC(=O)c1cnn(-c2cc(Oc3cccc(C)c3)ncn2)c1N
7	5	0	-4	-1.4	6	-1.0	-13	4	Cc1nn(Cc2ccccc2)c(C)c1NC(=O)c1cc(-c2ccc3c(c2)OCO3)on1
-14	-2	-14	-10	-1.7	-3	1.3	-16	24	COC(=O)c1c(NC(=O)COC(=O)CCc2ccc(S(=O)(=O)N3CCOCC3)cc2)sc2c1CCC2
0	5	6	1	-3.0	-8	-5.8	-6	38	C=C(C)Cn1c(SCC)nc2ccccc2c1=O
3	0	-8	-7	-1.4	39	-0.6	-8	3	CCCN1C(=O)/C(=C/c2nc3ccccc3c(=O)[nH]2)c2cc(C)ccc21
-1	3	5	-5	-1.9	38	-0.6	0	-6	CCOc1ccc(NS(=O)(=O)c2ccc(C(=O)N(C)CCc3ccc(OC)c(OC)c3)cc2)cc1
-7	-1	-21	-2	1.7	-5	3.0	-7	-12	Cc1cc(C)n2nc(SC3CCCCN(C(=O)c4ccc(F)cc4)C3=O)nc2n1 (configuration not stated)
6	-2	0	-10	-1.2	-90	-2.4	1	14	COc1cc(OC)c(S(=O)(=O)N2CCOCC2)cc1S(=O)(=O)N1CCOCC1
nt	nt	-5	-3	-1.8	nt	-4.0	nt	nt	COc1ccccc1/C=c1\sc2nc(-c3cccs3)nn2c1=O
8	-3	-7	-7	-2.5	22	-1.0	-3	nt	CCN(CC)c1ccc(CNc2nc3ccccc3n2C(C)C)cc1
3	-1	2	4	0.3	-9	0.6	-7	-3	O=C(NCc1cccs1)C1CC(=O)N(c2ccc(F)cc2)C1 (configuration not stated)
6	nt	3	-14	-4.3	66*	-2.0	-23	-5	O=C(Nc1ccc(O)cc1)c1ccc(NC(=O)C2CCCO2)cc1 (configuration not stated)
0	-3	8	-12	-3.4	-106	-0.7	12	6	CC(C)NC(=S)N/N=C/c1ccccc1[N+](=O)[O-]
-2	4	-3	-2	-2.7	1	-3.3	-5	3	CCCc1nc2sc3c(c2c(=O)[nH]1)CCCC3
0	-2	1	-14	-1.1	46	-1.2	-10	2	Cc1cc(C(=O)NC(C)c2ccccc2)c2cc(F)ccc2n1 (configuration not stated)
6	-1	-6	-2	-2.2	6	-0.7	7	2	Cc1ccccc1NC(=O)C(=O)c1cn(C)c2ccccc12
-1	nt	-1	-5	-2.7	2	-4.3	2	13	Cc1ccc(NC(=O)CCC(=O)NNC(=O)c2cccs2)cc1C
-4	5	21	-5	-3.9	14	-3.2	5	7	COc1ccc(N2CCN(C(=O)c3ccc(OCC4CCCO4)cc3)CC2)cc1 (configuration not stated)
4	-2	-1	2	-0.5	10	-1.4	-7	nt	COc1ccc(Cl)cc1S(=O)(=O)N1CCN(c2ccc(F)cc2)CC1
2	4	-7	-7	-3.2	-4	-1.2	4	-1	O=C1OC(C(=O)Nc2nccs2)Cc2ccccc21 (configuration not stated)
3	1	6	-9	-2.7	6	-1.7	8	-6	O=C(c1cccnc1)N1CCN(S(=O)(=O)c2ccc(S(=O)(=O)N3CCCC3)cc2)CC1
